CHO-K1 Ca antag = nonselective inhibitor or artifact in parental CHO-K1 cells; ATP-induced calcium, Fluo-8 fluorescence; inhibition, % at 3 µM; 0.6% of 360,000 active; AID 602250;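 active = inhibition above a per-plate cutoff, the plate's mean sample inhibition plus 3 SD, cut at about 24% in these data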;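 note: 0% = DMSO plus EC80 ATP and 100% = DMSO alone without ATP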
CHRM1 agonist = agonists of human M1 muscarinic receptor. P11229. CHO-K1 hM1, Fluo-8 calcium fluorescence, agonist mode; 0% DMSO, 100% acetylcholine EC100. activation, % at 3 µM. 0.33% of 360,000 active;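 active = activation above the run's mean compound activation plus 3 SD, cut at about 16% in these data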;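 note: peak over basal fluorescence ratio within a 140 s kinetic read after compound addition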
Target sequence (P11229 whole entry, looked up): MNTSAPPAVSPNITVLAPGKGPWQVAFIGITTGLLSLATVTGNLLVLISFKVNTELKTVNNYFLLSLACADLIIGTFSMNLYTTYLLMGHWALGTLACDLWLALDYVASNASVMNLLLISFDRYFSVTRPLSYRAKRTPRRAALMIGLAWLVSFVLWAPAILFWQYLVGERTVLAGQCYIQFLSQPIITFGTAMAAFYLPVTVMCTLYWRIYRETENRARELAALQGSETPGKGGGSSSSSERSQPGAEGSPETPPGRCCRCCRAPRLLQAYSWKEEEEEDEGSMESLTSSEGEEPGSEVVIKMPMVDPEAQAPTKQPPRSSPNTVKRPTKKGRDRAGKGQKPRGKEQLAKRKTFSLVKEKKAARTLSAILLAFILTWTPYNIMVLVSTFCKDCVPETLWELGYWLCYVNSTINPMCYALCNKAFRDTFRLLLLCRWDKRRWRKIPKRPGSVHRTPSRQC
CHRM1 PAM = potentiates human M1 receptor response to acetylcholine; P11229; CHO-K1 hM1, Fluo-8 calcium fluorescence, ACh EC20; 0% = ACh EC20, 100% = maximal ACh; activation, % at 3 µM; 0.088% of 360,000 active; in the data active = activation above about 19%, passing the limit was not always enough
CHRM1 antagonist = antagonists of human M1 muscarinic receptor | CHO-K1 hM1, Fluo-8 calcium fluorescence, ACh EC80 antagonist | P11229 | inhibition, % at 3 µM | 1.3% of 360,000 active | AID 588852;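 active = percent inhibition above its own plate's cutoff, namely the mean of that plate's compound wells plus 3 SD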;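 note: peak over basal fluorescence ratio during 140 s after agonist addition; 0% = ACh EC80 plus DMSO and 100% = DMSO alone without agonist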
CHO-K1 Ca ag = nonselective activator or artifact in parental CHO-K1 cells | Fluo-8 calcium fluorescence; scaled to maximal ATP response, vehicle zero | activation, % at 3 µM | 0.48% of 360,000 active | AID 602248; in the data active = activation above about 15%;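 note: untransfected CHO-K1 host cells lacking M1 receptor as counterscreen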
CHO-K1 Ca PAM = counter-screen for M1 PAMs: effect in parental CHO-K1 cells; ATP EC20, Fluo-8 calcium fluorescence; 0% at ATP EC20, 100% at ATP max; activation, % at 3 µM; 0.02% of 360,000 active; AID 602247;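 active = activation above the run cutoff, the mean activation of all test compounds plus 3 SD, cut at about 40% in these data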;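 note: peak over basal fluorescence ratio in a 140 s read after ATP addition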
TAAR1 antagonist = antagonists of human TAAR1; Q96RJ0; AID 624466; CHO RD-HGA16 TAAR1, Fluo-8 calcium fluorescence, antagonist; 1.5% of 360,000 active; inhibition, % at 3 µM;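 active = inhibition above a per-plate cutoff, the mean inhibition of test compounds on that plate plus 3 SD, cut at about 49% in these data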;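 note: 0% = DMSO plus EC80 beta-PEA response and 100% = DMSO alone without agonist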
Target sequence (Q96RJ0 whole entry, looked up): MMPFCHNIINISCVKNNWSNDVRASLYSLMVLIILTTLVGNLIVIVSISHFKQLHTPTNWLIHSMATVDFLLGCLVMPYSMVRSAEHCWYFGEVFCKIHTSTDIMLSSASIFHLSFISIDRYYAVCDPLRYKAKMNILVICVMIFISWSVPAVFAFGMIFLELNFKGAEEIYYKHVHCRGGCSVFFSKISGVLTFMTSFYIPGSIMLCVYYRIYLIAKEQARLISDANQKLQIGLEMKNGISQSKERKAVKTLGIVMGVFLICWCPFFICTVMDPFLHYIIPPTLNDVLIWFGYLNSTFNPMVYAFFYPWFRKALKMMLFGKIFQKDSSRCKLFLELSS
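Material: CHO RD-HGA16 cells bearing hTAAR1; compound dosing: one-point dosing, 3 µM nominal final; schedule: dye loading 75 min at 37 °C, then 30 min room temperature; measured by: calcium fluorescence with Fluo-8; control set: vehicle and agonist controls; replication: n of 1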
TAAR1 ag = human TAAR1 agonism | CHO RD-HGA16 TAAR1, Fluo-8 calcium fluorescence; vehicle wells 0%, saturating PEA agonist 100% | activation, % at 3 µM | 0.99% of 360,000 active | AID 624467;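 active = activation above the mean activation of all test compounds in the run plus 3 SD, cut at about 38% in these data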
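Assay system: CHO-derived RD-HGA16 cells with stable Gα16 and human TAAR1; timing: 17-24 h seeding, 75 min 37 °C dye, 30 min RT; read-out: % activation from peak over basal fluorescence ratio, DMSO-to-PEA scaled; measured by: kinetic Fluo-8 calcium fluorescence; benchmarks: low control DMSO, high control PEA (EC100); doses: 3 µM single concentration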
CHO parental Ca = counter-screen for OX1R antagonists: effect in parental CHO cells; inhibition, % at 5.6 µM; parental CHO-K1, ATP-induced calcium, Fluo-8 fluorescence; 0.63% of 330,000 active; AID 463079;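 active = inhibition above that plate's mean sample inhibition plus 3 SD, cut at about 26% in these data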;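 note: 0% = ATP-challenged DMSO wells and 100% = DMSO wells without ATP; some compounds past the cut are filed as inactive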
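Material: parental CHO cells / Compound: single nominal dose of 5.6 µM per compound / Signal: Fluo-8 fluorescence / Replicates: singlicate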
An asterisk follows results filed as active; / = no result given. Some of the compounds tested; the hit share may differ from the screen's.

SMILES | CHO-K1 Ca antag | CHRM1 PAM | CHO-K1 Ca PAM | CHO-K1 Ca ag | CHRM1 agonist | TAAR1 ag | TAAR1 antagonist | CHRM1 antagonist | CHO parental Ca
COc1ccc(OC)c(CN2CCCC(C(=O)c3sccc3C)C2)c1 (stereo not given) | -2.3 | -4.2 | 18.1 | 14.6 | -4.8 | -0.2 | -2.8 | 0.6 | -30.8
COC(=O)C1=C(c2ccc(S(C)(=O)=O)cc2)C[C@@H]2CC[C@H]1N2C(=O)NCC1CC1 | -1.2 | 7.0 | -21.7 | 0.1 | -4.1 | 6.2 | -2.9 | -7.2 | 0.9
Cc1cc(C=O)c(C)n1C1CC1 | -3.1 | 2.3 | 9.3 | -0.1 | -3.1 | -0.7 | 1.4 | 1.6 | 0.7
CC(=O)Nc1ccc(OCCF)cc1 | 7.3 | 12.7 | 8.5 | 0.0 | -5.5 | 8.2 | -9.4 | 2.5 | -7.3
CC(C)Cc1nnc(NC(=O)CCC(=O)N2CCN(CCOC(c3ccccc3)c3ccccc3)CC2)s1 | -11.7 | -4.3 | 19.4 | 0.5 | -8.5 | -1.1 | -4.0 | -4.9 | -34.7
CCCc1nnc(NC(=O)CCC(=O)N2CCC3(CC2)OCCO3)s1 | -0.6 | 2.2 | 2.9 | 0.3 | -1.8 | 5.8 | 0.9 | -3.7 | -19.5
CCN1CCN(c2ccc([N+](=O)[O-])cc2C#N)CC1 | 7.9 | -2.2 | 10.9 | -0.3 | -10.5 | 2.4 | 1.0 | 1.6 | 1.1
CC(C)C[C@H]1COc2cc(N3CCN(C)CC3)ccc2S(=O)(=O)N1 | -10.6 | / | 9.9 | 0.8 | / | 1.0 | -19.0 | / | /
CCN1C[C@]2(CO)CC[C@H](OC)[C@@]34C5C[C@H]6[C@H](OC)C5[C@](O)(C[C@H]6OC)[C@@](O)(C(OC)C23)[C@@H]14 (stereo not given in full) | 12.8 | 5.6 | -3.1 | 0.0 | -6.2 | / | / | -8.2 | 3.2
Cc1cccc(C#N)c1 | -11.8 | 9.2 | 5.9 | 0.6 | -3.1 | 0.4 | -7.1 | -15.0 | -0.6
Oc1ccc2c3c1OC1c4[nH]c5ccccc5c4C[C@@]4(O)C(C2)N(CC2CC2)CC[C@]314 (stereo not given in full) | -18.1 | -1.2 | 10.9 | 2.0 | -7.2 | 3.7 | 9.2 | 0.5 | -10.4
CC(C)n1nnnc1CN1CCN(C)CC1 | -15.1 | 2.5 | 22.5 | 0.4 | -5.6 | 9.2 | 4.8 | -27.7 | -10.8

In the list so far, these have a cyano group.
SMILES | CHO-K1 Ca antag | CHRM1 PAM | CHO-K1 Ca PAM | CHO-K1 Ca ag | CHRM1 agonist | TAAR1 ag | TAAR1 antagonist | CHRM1 antagonist | CHO parental Ca
CCN1CCN(c2ccc([N+](=O)[O-])cc2C#N)CC1 | 7.9 | -2.2 | 10.9 | -0.3 | -10.5 | 2.4 | 1.0 | 1.6 | 1.1
Cc1cccc(C#N)c1 | -11.8 | 9.2 | 5.9 | 0.6 | -3.1 | 0.4 | -7.1 | -15.0 | -0.6

(more compounds)
SMILES | CHO-K1 Ca antag | CHRM1 PAM | CHO-K1 Ca PAM | CHO-K1 Ca ag | CHRM1 agonist | TAAR1 ag | TAAR1 antagonist | CHRM1 antagonist | CHO parental Ca
COC(=O)C1=C(c2cccc(OCc3ccccc3)c2)C[C@@H]2CC[C@H]1N2C(=O)NCCOc1ccc(OC)cc1 | -4.7 | -9.2 | -0.5 | 0.3 | -2.8 | 13.2 | 28.4 | 20.9 | -14.4
C/C(=N\Nc1ccccc1)c1c(O)n(-c2ccccc2)c(=O)[nH]c1=O | -17.1 | 3.5 | 17.6 | 3.3 | -1.6 | 0.8 | -6.5 | -2.2 | -9.7
O=C(CN1CCOCC1)c1cccc2ccccc12 | -2.5 | -2.6 | 4.1 | 0.3 | -4.1 | 5.8 | 4.3 | 6.9 | -3.4
Cc1cccc(C)c1-n1nnnc1C(c1ccnc2ccccc12)N1CCC2(CC1)C(=O)NCN2c1ccccc1 (stereo not given) | -9.0 | -4.2 | 15.8 | 4.4 | -2.3 | 9.0 | 41.3 | -7.7 | /
CCC(=NCc1ccco1)c1c(O)n(-c2ccccc2)c(=O)[nH]c1=O | 29.4* | 6.1 | 6.6 | -0.6 | -2.4 | 16.4 | 8.4 | -0.8 | -13.2
CCC(=O)OC(Cc1ccccc1)(c1ccccc1)C(C)CN(C)C (stereo not given) | 25.3* | -3.6 | -11.1 | -0.7 | -3.2 | 1.2 | -2.8 | -13.7 | /
N#CCCn1cc(C(=O)Nc2ccc([N+](=O)[O-])cc2)c(-c2ccc3c(c2)OCCO3)n1 | 2.3 | 7.0 | 12.6 | 1.4 | -4.4 | 1.7 | -3.8 | -4.8 | -9.2
CC(=NCCN1CCCCC1)c1c(O)n(-c2ccccc2)c(=O)[nH]c1=O | 1.2 | 1.1 | -1.3 | 1.1 | -5.4 | 0.6 | -30.9 | -7.9 | -4.2
S=C(NCCc1ccccc1)NCCc1cnc[nH]1 | -7.5 | -6.8 | 7.6 | 0.2 | -6.3 | 5.6 | -1.8 | 2.7 | -4.5
c1ccc(C(CN2CCCCC2)c2ccccc2)cc1 | -13.6 | -28.3 | -2.8 | 0.8 | -9.7 | 5.9 | 0.1 | 50.0* | /
CCCSP1(=S)NCCCO1 (stereo not given) | -9.4 | 3.8 | 15.2 | -0.1 | -3.4 | 5.4 | -1.4 | -5.1 | 0.3
CCOC(=O)CSCCOc1ccc(C=C2C(=O)NC(=O)NC2=O)cc1OC | -5.0 | 11.7 | 14.5 | 2.1 | -7.0 | 9.2 | -2.5 | -7.4 | 7.7
CCCC(C)C1C(C#N)=C(N)Oc2c1c(=O)oc1ccccc21 (stereo not given) | 1.2 | -0.4 | 4.0 | 0.3 | -2.5 | 15.0 | 40.8 | -19.8 | -23.6
COc1ccc(CN2CCN(Cc3ccccc3F)CC2)cc1 | 4.6 | -2.8 | -12.9 | -0.3 | -10.1 | 1.9 | -0.8 | 11.9 | -16.8
O=c1[nH]c(=O)n(Cc2ccco2)c(O)c1C=NCCN1CCNCC1 | -8.3 | -15.5 | 18.2 | 1.0 | -7.4 | 1.1 | -19.8 | 20.1 | -5.8
Cn1c(O)c(C(=Nc2ccccc2)SCc2ccc(Cl)cc2)c(=O)n(C)c1=O | 4.0 | -0.2 | -24.9 | -0.1 | -1.1 | 4.0 | -26.8 | 7.0 | -6.8
O=C1NC(=O)C(=Cc2ccccc2OCCOc2ccc([N+](=O)[O-])cc2)C(=O)N1 | 17.2 | 8.4 | -14.1 | 1.2 | -13.1 | / | / | -7.5 | /
CN1C(=O)C(=Cc2ccccc2OCc2ccc(C(=O)O)cc2)C(=O)N(C)C1=O | -3.8 | 4.8 | 9.4 | -0.1 | -2.5 | 0.8 | -3.7 | -11.5 | -1.1
c1ccc2c(c1)CN(Cc1ccc3c(c1)OCO3)Cc1cnnn1-2 | 27.3* | -0.2 | -0.3 | -0.3 | -7.2 | 2.9 | -25.5 | -4.1 | /
C[C@@H]1C(=O)O[C@@H]2[C@H](O)C34[C@@H]5OC(=O)C3(O[C@H]3OC(=O)[C@H](O)C34[C@H](C(C)(C)C)[C@H]5O)[C@@]12O (stereo not given in full) | 6.3 | 11.3 | 6.3 | -0.5 | -2.2 | 0.1 | -2.8 | -15.6 | -5.4
O=C(Cc1ccccc1)OCC(=O)c1ccc(F)cc1 | 0.4 | 3.6 | 6.0 | 0.4 | -4.4 | 2.9 | -3.3 | -8.3 | -11.0
O=C(C1CCC(=O)N1C1CCCC1)N1CCC2(CC1)OCCO2 (stereo not given) | -10.7 | 5.5 | 21.1 | 0.5 | -6.3 | 10.3 | 13.7 | 3.4 | 3.1
Brc1cccc(CNCCc2ccc3c(c2)OCO3)c1 | -3.2 | -0.2 | 4.7 | 2.5 | -1.0 | -1.1 | 20.4 | -9.9 | -14.8
O=C(Cc1ccccc1)NC(Oc1ccccc1Cl)C(Cl)(Cl)Cl (stereo not given) | -8.8 | 3.6 | 8.3 | -0.6 | -12.4 | 1.3 | 12.3 | -5.9 | 1.1
O=C1NC(=O)C(CCc2ccncc2)(C2CCCCC2)C(=O)N1 | -15.7 | 6.3 | 14.9 | 0.8 | -3.8 | 12.9 | 1.9 | -13.1 | 1.9
CCOC(C(=O)OCCC[N+](C)(CC)CC)(c1ccccc1)c1ccccc1 | -10.1 | -35.2 | 7.3 | 0.6 | -15.3 | 10.8 | -9.2 | 97.8* | -4.1
COP(=O)(C#Cc1ccccc1)C(O)c1ccc(Br)cc1 (stereo not given) | 5.6 | 7.5 | -14.9 | 0.1 | 0.1 | 2.2 | -26.2 | -13.0 | -11.1
O=c1[nH]c(=S)[nH]c(O)c1N=Nc1ccc(S(=O)(=O)N2CCOCC2)cc1 | -9.5 | 12.8 | -9.9 | -0.2 | -1.9 | -0.6 | 8.9 | -18.9 | 8.0
CC(C)(C#CC(=O)O)OOC(c1ccccc1)(c1ccccc1)c1ccccc1 | 18.3 | 8.6 | 9.7 | -0.2 | -9.6 | -0.8 | 10.9 | -9.1 | -3.0
O=C1C(Br)C2CCC1C2C(=O)O (stereo not given) | -9.1 | 8.2 | 20.2 | -0.1 | -0.2 | 1.9 | 7.9 | -12.3 | /
O=C1CN=C(c2ccc(Cl)cc2)c2oc3ccccc3c2N1 | 5.2 | 8.6 | -1.3 | 0.3 | 17.8* | 2.0 | 20.1 | -14.0 | -8.3
COc1cc2c(cc1OC)C13CCN4C=C5CCOC6CC(=O)N2C1C6C5CC43 (stereo not given) | -7.1 | 0.2 | -11.3 | 0.0 | 6.5 | 4.2 | -16.4 | -7.7 | /
CN1CCCC1c1ccc(=O)[nH]c1 (stereo not given) | 5.0 | -0.9 | 7.6 | 0.7 | -1.7 | 0.1 | -9.3 | -2.0 | /
O=C1OCCC1C(=O)c1ccccc1 (stereo not given) | 15.8 | -8.3 | -13.4 | -0.1 | -2.0 | 1.2 | 3.7 | 10.1 | /
Cn1c(O)c(C(=NCCc2c[nH]c3ccccc23)c2ccccc2)c(=O)n(C)c1=O | -9.5 | 6.2 | 4.0 | 0.8 | 1.5 | 9.9 | 4.9 | -9.4 | -2.0
CN1C(=O)C(=Cc2ccccc2Oc2ccc(Cl)c(F)c2)C(=O)N(C)C1=O | -0.8 | 3.7 | 15.4 | 0.2 | -2.5 | 17.2 | 24.3 | -23.9 | -11.7
CCCC(C)n1[nH]c(=O)c2c1NC(=O)CSC2c1ccc(OC)c(OC)c1 (stereo not given) | -10.9 | 1.3 | 5.7 | 0.1 | -2.7 | 5.5 | 11.0 | -5.3 | 0.4
CN1CCCC(C(=O)c2ccc(-c3ccccc3)cc2)C1 (stereo not given) | 5.1 | -1.4 | -11.0 | 1.1 | -8.7 | 2.9 | -25.3 | -3.6 | -9.6
